PLAP inhibitors HTS: PLAP enzyme inhibitors, biochemical, luminescence, HTS (AID 690); Alkaline phosphatase, placental type (Homo sapiens); purified PLAP, luminescent substrate; higher % means a stronger effect; inhibition, % at 20 µM, or IC50 in µM where a hit was titrated; actives 0.08% (n = 96,000); in the data active = a potency from the dose series; inactive = the rest, 99 in 100 with inhibition below about 30%; note: strong numbers were not always called active
IL1B NFkB inh: inhibitors of IL-1B driven NFkB p65 nuclear import, primary screen, imaging, HUVEC, IL-1B stimulus, high-content imaging | HUVEC IL-1B NFkB p65 nuclear translocation imaging | inhibition, % at 2 µM | actives 0.43% (n = 94,000);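 active = inhibition above about 30% together with a positive call from visual inspection of the well image, limit read from the data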;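 note: nuclear over cytoplasmic p65 intensity ratio measured by imaging; 0% = IL-1B stimulated DMSO wells and 100% = unstimulated DMSO wells; values of inactives mirror those of a sister screen read the other way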
IL1B NFkB pot: enhancers of NFkB p65 translocation in HUVEC – imaging, IL-1B stimulus, high-content imaging, primary screen. HUVEC IL-1B NFkB p65 nuclear translocation imaging. activation, % at 2 µM. actives 0.3% (n = 94,000). AID 819, 2007;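 active = activation above 40%, about the mean plus 3 SD, also judged a hit on visual image review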;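 note: percent activation is computed from the nuclear over cytoplasmic p65 intensity ratio; values of inactives mirror those of a sister screen read the other way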
Bcl-B TR3 displacers: displacers of TR3 peptide from Bcl-B, primary screen, selectivity assay for Bfl-1 inhibitor project, biochemical, fluorescence polarization. Bcl-2-like protein 10 (Homo sapiens). FP displacement of FITC-TR3 peptide from Bcl-B; higher % means a stronger effect. one-dose displacement, % at 20 µM; IC50 in µM for titrated hits. actives 0.11% (n = 96,000). AID 748, 2007;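 active = displacement above 50% at 20 µM plus a fluorescence interference ratio under 1.5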;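 note: plate controls were wells without compound for no effect and wells lacking Bcl-B protein for full effect; a part of the inactive calls stands beside numbers as strong as those of hits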
MRP resist rev: reversal of MRP1-mediated doxorubicin resistance, primary screen, H69AR cells, doxorubicin co-treatment | H69AR cells + 2 uM doxorubicin, CellTiter-Glo, 72 h | differential viability (reversal), % at 10 µM | actives 0.04% (n = 85,000);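 active = viability drop by adding the cancer drug above about 55%, with treated viability meeting a 40% cutoff, limit read from the data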;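 note: viability without doxorubicin minus viability with 2 µM doxorubicin for each compound; larger differential means the compound sensitizes cells more to doxorubicin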
MRP resist rev cytotoxicity: second read-out of MRP resist rev, no call of its own (marks repeat the call); viability, %; H69AR cells, CellTiter-Glo, 72 h; measured here: cytotoxicity without doxorubicin
MRP resist rev with doxorubicin: recorded beside MRP resist rev, whose call it bears; viability, %; measured here: viability with 2 uM doxorubicin; stronger effect = lower value
IL1B NFkB inh cell count 2 µM: recorded beside IL1B NFkB inh, whose call it bears; cell count; measured here: cells passing quality filter;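 raw number of nuclei counted in each imaged well without normalization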
IL1B NFkB pot cell count 2 µM: also measured in IL1B NFkB pot; calls as there; cell count; measured here: cells passing quality filter
Active calls of the source: *; nt = not tested or not shown. An excerpt; the hit share may differ from the screen's.

SMILES	PLAP inhibitors HTS	IL1B NFkB inh	IL1B NFkB inh cell count 2 µM	IL1B NFkB pot	IL1B NFkB pot cell count 2 µM	Bcl-B TR3 displacers	MRP resist rev	MRP resist rev cytotoxicity	MRP resist rev with doxorubicin
c1ccc2c(c1)nc(N1CCN(C3CCCCC3)CC1)c1nnnn12	9%	nt	nt	nt	nt	9%	2	84	82
O=C(Nc1nccs1)C1CCN(S(=O)(=O)c2ccc3c(c2)OCCCO3)CC1	-14%	nt	nt	nt	nt	-1%	-4	88	92
CC1=N/C(=C\c2ccc([N+](=O)[O-])cc2)C(=O)N1c1ccc(Cl)cc1	18%	3	106	-3	106	-7%	nt	nt	nt
CCSc1ncnc2c1oc1ccccc12	14%	-15	189	15	189	-4%	1	87	86
CC(C)CC(=O)NC1(C(F)(F)F)C(=O)Nc2c1c(=O)n(C)c(=O)n2C (stereo not given)	0%	5	115	-5	115	-14%	10	102	92
c1ccc(C(c2nnnn2C2CCCC2)N2CCN(c3ccccc3)CC2)cc1 (stereo not given)	nt	-17	90	17	90	nt	6	91	85
O=C1C(C=NCC2CCCO2)=C(O)c2ccccc21 (stereo not given)	-1%	6	132	-6	132	2%	9	98	89
COc1ccc(C(c2nnnn2CCc2ccccc2)N2CCN(C3CCCC3)CC2)cc1OC (stereo not given)	-70%	12	139	-12	139	9%	14	94	79
Cn1c(C(=O)NCCN2CCCCCC2)cc2c(=O)n(C)c3ccccc3c21	-79%	-13	44	13	44	27%	3	89	86
CCOc1cc(S(=O)(=O)N(CC)CC)ccc1F	13%	0	176	0	176	-2%	-10	84	95
Cc1nc(C)c(C(=O)C2=C(O)C(=O)N(CCN(C)C)C2c2cccs2)s1 (stereo not given)	-4%	9	182	-9	182	38%	-7	102	109
CCCc1nc(SCC(=O)N2CCc3ccccc32)c2c(C)c(C)sc2n1	14%	14	169	-14	169	-6%	nt	nt	nt
CCC(=O)N(Cc1cc2cc(OC)ccc2[nH]c1=O)c1ccc(C)cc1C	-29%	-1	74	1	74	0%	nt	nt	nt
N#CC(C(=O)OCc1ccccc1)c1nc2ccccc2nc1N1CCOCC1 (stereo not given)	-10%	-10	156	10	156	1%	-3	72	75
COc1ccc(C(=O)N(Cc2ccccc2)Cc2cc3cc4c(cc3[nH]c2=O)OCCO4)cc1	-5%	72*	193*	-72	193	12%	-38	18	56
COc1cc2ccccc2cc1C(=O)O	-2%	-21	194	21	194	-7%	10	101	90
Cc1nc2ccccc2c(=O)n1NC(=O)C1CCCCC1	17%	9	103	-9	103	-6%	-16	98	115
COCc1cc(=O)[nH]c(Nc2nc(C)c3ccccc3n2)n1	-233%	11	108	-11	108	3%	-34	27	61
COc1ccc(NC(=O)Nc2ccc3nc(C)c(C)nc3c2)cc1	22%	-1	187	1	187	-46%	5	91	85
COCc1cc(C)nc(OCC(=O)N/N=C\c2cc(C)n(-c3cccc(C(F)(F)F)c3)c2C)c1C#N	-65%	-1	136	1	136	-54%	nt	nt	nt
CC(C)CCNC(=O)C1CCN(C(=O)N(C)C)CC1	-1%	3	136	-3	136	-1%	2	99	98
O=C(O)C1CC(=O)N(Cc2ccc3c(c2)OCO3)C1 (stereo not given)	12%	4	109	-4	109	3%	-14	88	102
CCCS(=O)(=O)N1CCCC(c2nc(-c3cccc(OC)c3)no2)C1 (stereo not given)	-68%	-5	134	5	134	5%	21	99	78
CC(/C=C1\N=C(SCc2ccccc2Cl)SC1=O)=C\c1ccccc1	33%	1	196	-1	196	-34%	nt	nt	nt
NS(=O)(=O)c1ccc(CCNC(=O)Nc2ccc(Cl)cc2)cc1	15%	nt	nt	nt	nt	-5%	-11	66	77
CCOC(=O)C1CCCN(CC(=O)NC2CC2)C1 (stereo not given)	9%	nt	nt	nt	nt	-5%	-7	94	100
CC(C)c1ccc(CNCc2ccccc2)cc1	21%	2	91	-3	91	-6%	nt	nt	nt
CCCn1nnnc1SCC(=O)N1CCOCC1	2%	-4	105	4	105	1%	-2	109	111
O=C(COC(=O)c1ccco1)NC1CCCCC1	-3%	-10	60	10	60	-8%	-5	96	101
COc1cc(Nc2ccc(C)cc2)c([N+](=O)[O-])nc1[N+](=O)[O-]	nt	-10	122	10	122	nt	-11	6	17

One compound at a time (already shown).
COc1cc2ccccc2cc1C(=O)O is entered as PLAP inhibitors HTS = -2%; IL1B NFkB inh = -21; IL1B NFkB inh cell count 2 µM = 194; IL1B NFkB pot = 21; IL1B NFkB pot cell count 2 µM = 194; Bcl-B TR3 displacers = -7%; MRP resist rev = 10; MRP resist rev cytotoxicity = 101; MRP resist rev with doxorubicin = 90
CCOC(=O)C1CCCN(CC(=O)NC2CC2)C1 (stereo not given) is entered as PLAP inhibitors HTS = 9%; IL1B NFkB inh = nt; IL1B NFkB inh cell count 2 µM = nt; IL1B NFkB pot = nt; IL1B NFkB pot cell count 2 µM = nt; Bcl-B TR3 displacers = -5%; MRP resist rev = -7; MRP resist rev cytotoxicity = 94; MRP resist rev with doxorubicin = 100
CCOc1cc(S(=O)(=O)N(CC)CC)ccc1F is entered as PLAP inhibitors HTS = 13%; IL1B NFkB inh = 0; IL1B NFkB inh cell count 2 µM = 176; IL1B NFkB pot = 0; IL1B NFkB pot cell count 2 µM = 176; Bcl-B TR3 displacers = -2%; MRP resist rev = -10; MRP resist rev cytotoxicity = 84; MRP resist rev with doxorubicin = 95

(more compounds)
SMILES	PLAP inhibitors HTS	IL1B NFkB inh	IL1B NFkB inh cell count 2 µM	IL1B NFkB pot	IL1B NFkB pot cell count 2 µM	Bcl-B TR3 displacers	MRP resist rev	MRP resist rev cytotoxicity	MRP resist rev with doxorubicin
O=C(CCOc1ccccc1)N1CCN(S(=O)(=O)c2cccs2)CC1	8%	nt	nt	nt	nt	7%	-3	94	98
N/C(=N\OC(=O)Nc1ccc(Cl)c(Cl)c1)c1ncc(C(F)(F)F)cc1Cl	7%	-13	181	13	181	2%	12	19	7
O=C(Cn1cc(C(=O)C2CC2)c2ccccc21)NCC1CCCO1 (stereo not given)	19%	5	68	-5	68	-3%	6	81	74
Cc1ccc(-n2c(-c3cccc(C)c3)n[nH]c2=S)cc1	-81%	2	142	-2	142	4%	3	97	94
CCOC(CNC(=O)CCc1c(C)nc2nc(C)nn2c1C)OCC	-18%	13	152	-13	152	5%	-17	63	80
COCCCN1C(=O)c2[nH]nc(-c3cc(C)cc(C)c3O)c2C1c1ccc(O)c(OC)c1 (stereo not given)	-76%	-3	126	3	126	-6%	16	78	61
C=CCOc1ccc(Oc2cc(C)nc(SC)n2)nn1	nt	-4	128	3	128	nt	7	94	87
Cc1nnc(-c2cnn(-c3ccccc3)c2N)n1Cc1cccc(C(F)(F)F)c1	-4%	3	90	-3	90	1%	nt	nt	nt
Cc1ccc(C(CC(N)=O)c2ccco2)cc1 (stereo not given)	-2%	-10	146	10	146	13%	-20	76	96
Nc1nc2sc3c(c2c(=O)s1)CCCC3	23%	-8	192	8	192	-3%	-3	59	62
CCC(Sc1nnc2c3ccccc3n(CC)c2n1)C(=O)Nc1sc2c(c1C#N)CCCC2 (stereo not given)	-59%	3	138	-3	138	-6%	nt	nt	nt
COc1ccc(NCc2n[nH]c(=O)c3ccccc23)cc1	21%	-18	174	18	174	7%	-5	74	78
CCOC(=O)Cc1csc(NC(=O)c2c(-c3c(F)cccc3Cl)noc2C)n1	-43%	-3	98	3	98	-11%	-11	59	70
O=C1C2CC=CCC2C(=O)N1c1n[nH]c(-c2ccccc2)n1 (stereo not given)	8.8µM*	3	58	-3	58	-5%	8	110	102
COc1ccc(-n2nnnc2S(=O)(=O)Cc2ccc(C(=O)O)cc2)cc1	-32%	-3	184	3	184	0%	-11	50	61
O=C(Cn1cc([N+](=O)[O-])cn1)N1N=C(C(F)F)CC1(O)C(F)F (stereo not given)	nt	-5	115	5	115	nt	-5	88	93
Cc1nnc(SCc2ccccc2)n1CC1CCCO1 (stereo not given)	-14%	-7	156	7	156	3%	1	89	88
O=C(CN1CCCCC1)Nc1ccccc1	17%	-11	141	14	77	-4%	5	93	88
Cc1c(C2(O)C(=O)Nc3ccc(F)cc32)c(=O)n(-c2ccccc2)n1C (stereo not given)	6%	-5	97	5	97	2%	23	134	110
CCC(C)NC(=O)c1ccccc1NC(=O)Nc1ccccc1 (stereo not given)	8%	-4	42	4	42	8%	2	95	93
CCOc1ccccc1NC(=S)Nc1ccccc1F	-6%	12	117	-12	117	3%	nt	nt	nt
Oc1c(CN2CCCCC2)cc(COCc2ccccc2)c2cccnc12	-80%	1	100	-1	100	4%	nt	nt	nt
Cc1ccccc1OCC(=O)Nc1ccccc1N1CCCCC1	30%	-7	140	7	140	-12%	-1	89	91
CC(=O)c1c(CC(=O)O)[nH]n(-c2nc3ccccc3s2)c1=O	-65%	-31	169	31	169	nt	-2	81	83
CCOc1cc(S(=O)(=O)NCCc2ccc(OC)c(OC)c2)c(OCC)cc1-n1cnnn1	-43%	-3	145	3	145	-6%	3	84	81
O=S(=O)(c1ccc(Cl)c(F)c1)N1CCC(c2nc(-c3ccncc3)no2)CC1	7%	-11	42	11	42	-3%	nt	nt	nt
NC(=O)c1ccccc1NC(=O)/C=C/c1ccc(Cl)cc1	3%	0	121	0	121	1%	nt	nt	nt
NC(=O)CNC(=O)[C@@H]1CC2(CC(c3cccc([N+](=O)[O-])c3)=NO2)CN1C(=O)c1ccccc1 (stereo not given in full)	-23%	5	105	-5	105	0%	nt	nt	nt
Cc1cc2ncn(C(=O)N3CCCCC3)c2cc1C	0%	16	115	-16	115	0%	14	95	81
Clc1ccc(C(c2nnnn2CCc2ccccc2)N2CCSCC2)cc1 (stereo not given)	-15%	-1	155	1	155	-3%	13	81	68
O=C1C2C(C(=O)N1/N=C/c1cc(Br)cc([N+](=O)[O-])c1O)C1C=CC2C12CC2 (stereo not given)	1%	-3	146	3	146	0%	nt	nt	nt
CCCCn1c(=O)n(CC(=O)Nc2ccc(OC)c(Cl)c2)c(=O)c2c1nc(CO)n2CCC	10%	-12	155	12	155	-4%	nt	nt	nt
CC(=O)Nc1ccc(S(=O)(=O)NCCc2cc3c(C)ccc(C)c3[nH]c2=O)cc1	-7%	nt	nt	nt	nt	0%	21	104	82
Cc1cccc(C)c1NS(=O)(=O)c1c(C)[nH]c(=O)[nH]c1=O	-2%	13	116	-13	116	0%	18	104	86
COc1ccc2c(c1)C(=O)N(c1ccccc1OC)C(=O)C2	-24%	-16	143	16	143	15%	-13	82	95
COC(=O)COc1ccc(S(=O)(=O)Nc2ccc(NC(C)=O)cc2)cc1	-8%	-11	199	11	199	-6%	-15	92	107
Clc1ccccc1Cn1nnc2c(N3CCOCC3)nc(C3CC3)nc21	4%	-5	64	5	64	-7%	11	85	74
COc1cccc(C(=O)Cn2c(N3CCCCC3)nc3c2c(=O)n(C)c(=O)n3C)c1	-21%	nt	nt	nt	nt	-1%	26	50	24
CC(=O)Nc1ccc(S(=O)(=O)Nc2c(C)n(C)n(-c3ccccc3)c2=O)cc1	-19%	-2	96	2	96	-2%	5	104	99
COc1ccc(N2C(=O)CCC(C(=O)N(C)C3CCCCC3)C2c2ccc(OC)c(OC)c2)cc1 (stereo not given)	-60%	nt	nt	nt	nt	-11%	9	98	90
COc1ccc(-n2c(SCC(=O)Nc3nccs3)nc3c(c2=O)SCC3)cc1	0%	7	53	-7	53	-3%	14	73	59
O=S(=O)(c1cccc(C(F)(F)F)c1)N1CCC(c2cc(-c3cccc4ccccc34)n[nH]2)CC1	-9%	6	132	-6	132	-5%	nt	nt	nt
CCn1cc([N+](=O)[O-])c(C(=O)Nc2nc(-c3ccc(C)c(C)c3)c(C)s2)n1	-2%	0	186	0	186	-5%	nt	nt	nt
Cc1ccc(NC(=O)CN(C)S(=O)(=O)c2cccs2)cc1F	9%	0	151	0	151	0%	12	102	90
COc1cc(C2=NOC(C(=O)Nc3ccc(C(C)=O)cc3)C2)cc(OC)c1OC (stereo not given)	7%	12	141	-11	141	-17%	26	98	71
Nc1nc(N)c2sc3nc4c(cc3c2n1)CCC4	15%	-4	129	4	129	4%	nt	nt	nt
O=C(Nc1cc(C(F)(F)F)ccc1N1CCOCC1)c1ccco1	7%	-15	145	15	145	-13%	5	97	92
